# Compound activity as filed in PubChem.
# APJ antag: antagonists of human APJ apelin receptor | P35414 | CHO-K1 APJ beta-arrestin complementation, luminescence | inhibition, % at 20 µM | 330,000 compounds, 0.32% hits;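 active means inhibition above about 40% at 20 µM, limit read from the data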;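 further: cells challenged with 10 nM apelin-13 agonist together with compound; plate controls were apelin-13 plus DMSO wells for no effect and DMSO wells lacking apelin-13 for full effect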
# Target sequence (P35414 whole entry, looked up): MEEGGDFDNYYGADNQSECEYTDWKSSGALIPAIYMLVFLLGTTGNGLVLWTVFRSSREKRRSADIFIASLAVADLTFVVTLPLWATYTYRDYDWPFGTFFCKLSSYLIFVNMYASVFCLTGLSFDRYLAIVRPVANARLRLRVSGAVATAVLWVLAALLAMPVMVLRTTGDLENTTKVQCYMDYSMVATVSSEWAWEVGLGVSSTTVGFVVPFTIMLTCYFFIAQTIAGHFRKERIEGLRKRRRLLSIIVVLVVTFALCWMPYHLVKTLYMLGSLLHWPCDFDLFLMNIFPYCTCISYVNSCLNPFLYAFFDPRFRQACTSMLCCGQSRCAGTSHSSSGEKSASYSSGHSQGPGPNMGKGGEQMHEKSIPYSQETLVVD
# 697 NFkB inh: inhibitors of the PMA/ionomycin-induced NF-kB reporter in 697 B cells. 697 B-cell NF-kB luciferase reporter, 16 h. inhibition, % at 4 µM. 330,000 compounds, 0.33% hits; in the data active means inhibition above about 35%
# Jurkat NFkB inh: lowers PMA/ionomycin-induced NF-kB signal in Jurkat cells | 330,000 compounds, 0.53% hits | PMA/ionomycin-induced NF-kB luciferase reporter, luminescence | inhibition, % at 4 µM; in the data active means inhibition above about 50%
# Mdm2 MdmX PPI: disrupts the human Mdm2-MdmX interaction | SaOS-2 split-luciferase Mdm2/MdmX complementation, luminescence | inhibition, % at 8 µM | 330,000 compounds, 3% hits;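 active means inhibition of at least 50% at 8 µM in the primary screen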
# tim23-1 inh: growth inhibitors of tim23-1 mutant yeast; 330,000 compounds, 1.3% hits; inhibition, % at 20 µM; S. cerevisiae tim23-1 growth, BacTiter-Glo luminescence, 24 h;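 active means growth inhibition of the mutant yeast at or above 50%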;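 further: temperature-sensitive mutant grown at 25 °C; plate controls were DMSO-treated mutant yeast for no effect and medium wells lacking yeast for full effect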
# XBP1 UPR activ: adaptive UPR (XBP1) activation | CHO-XBP1 luciferase reporter, IRE1-XBP1 UPR activation, luminescence; percent of tunicamycin response, DMSO as zero | activation, % at 20 µM | 330,000 compounds, 0.33% hits | AID 463104;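 active means versus positive control, 20 µM dose yields 30% or more activation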;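 further: 100% = tunicamycin at 10 µg/mL and 0% = DMSO only wells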
#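 Material: CHO cell line with stable XBP1 luciferase reporter; buffer or medium: F12 medium containing 10% fetal bovine serum; compound: single point, 20 µM final compound, 1% DMSO; incubation: 6 h treatment, 37 °C; measured by: glow luminescence from Steady-Glo reagent; evaluation: activation, % of tunicamycin; control set: tunicamycin high, DMSO low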
# CHOP UPR activ: activators of apoptotic arm of unfolded protein response (CHOP) | CHO-CHOP luciferase reporter, UPR activation, luminescence; percent of tunicamycin response over DMSO baseline | activation, % at 10 µM | 330,000 compounds, 0.34% hits;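 active means at 10 µM dose, activation of 40% or more, normalized to positive control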;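 further: 100% = tunicamycin at 10 µg/mL and 0% = DMSO alone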
#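 System: CHO-CHOP luciferase reporter cell line; amount: 500 cells/well; buffer or medium: F12 medium containing 10% fetal bovine serum; incubation: 6 h compound exposure at 37 °C after overnight seeding; measured by: luciferase luminescence after 10 min with Steady-Glo reagent; evaluation: % reporter activation, DMSO baseline versus tunicamycin full activation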
# APJ ag: APJ receptor agonism | P35414 | CHO-K1 APJ PathHunter beta-arrestin, luminescence; 0% DMSO wells, 100% apelin | activation, % at 20 µM | 330,000 compounds, 0.11% hits;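 active means activation more than six SD over the plate average, tested at 20 µM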;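 further: 0% = DMSO alone and 100% = apelin-13 at 10 nM; some results filed as inactive read as strong as hits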
#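 Assay system: engineered CHO-K1 APJ arrestin reporter cells; Amount: 1000 CHO-K1 reporter cells seeded per well; Dosing: one dose, 20 µM compound, 1% DMSO; Times: compound stimulation 90 min at 25 °C, detection 60 min; Measured by: luminescent beta-gal fragment complementation, chemiluminescent substrate; Read-out: APJ–arrestin association signal; Controls: DMSO vs Apelin-13 10 nM.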
# An asterisk follows results filed as active. Hits appear at their usual frequency. About 5% of those tested had a hit in this group.
SMILES,APJ antag,697 NFkB inh,Jurkat NFkB inh,Mdm2 MdmX PPI,tim23-1 inh,XBP1 UPR activ,CHOP UPR activ,APJ ag
Cc1ccc(OCC(=O)N(Cc2ccco2)c2c(N)n(Cc3ccccc3)c(=O)[nH]c2=O)cc1C,0.4,11.2,-1.1,-5.1,4.4,0.1,0.3,-1.6
COc1cc(C2CC(=O)c3c([nH]c(C(=O)OCCOC(C)C)c3C)C2)cc(OC)c1OC (stereo not given),-12.3,1.6,20.9,0.7,19.8,-3.9,3.1,3.9
NC1=NC(c2ccc(Cl)cc2)N(c2ccc(S(N)(=O)=O)cc2)C(N)=N1 (stereo not given),2.7,13.5,-13.8,10.9,7.1,-5.4,0.0,-1.5
CC(=O)C(=Cc1ccc(C(=O)O)cc1)C(C)=O,-9.3,6.8,-15.6,0.6,8.8,1.6,-1.4,-0.9
c1ccc(-c2nnc(SCc3nc4ccccc4[nH]3)n2Cc2ccco2)cc1,19.5,3.4,12.0,-8.7,22.4,0.3,-2.0,-1.9
O=C(CN1CCN(c2cccc(Cl)c2)CC1)N1CCCC1,12.0,-6.8,1.3,17.7,4.9,1.4,-0.2,-3.1
CS(=O)(=O)c1ccc(Cl)c(NC(=O)C2CC(=O)N(Cc3ccccc3)C2)c1 (stereo not given),-6.6,2.5,-14.5,15.6,12.6,-3.6,-2.2,-5.4
COc1ccccc1CCNC(=O)C1CCC(=O)N(C2CCCCCC2)C1 (stereo not given),17.0,17.4,10.8,4.5,21.5,-0.2,4.0,-5.2
Cc1ccc(S(=O)(=O)N2CCOCC2)cc1C(=O)Nc1cccc(S(=O)(=O)N2CCCC2)c1,7.2,6.2,9.5,-13.0,5.3,-1.7,0.3,-1.4
CCOC(=O)NCN1C(=O)C2C3C=CC(C3)C2C1=O (stereo not given),5.2,12.3,-3.6,-5.2,10.9,-3.4,-1.5,1.1
Cc1cc(C)nc(NC(=O)c2c(-c3ccccc3Cl)noc2C)c1,13.6,-14.6,-1.3,-11.4,13.5,0.0,6.0,1.5
Cc1cc(=O)oc2cc(OC(C)C(=O)NCCCN3CCCC3=O)c(Cl)cc12 (stereo not given),2.0,7.4,-6.5,29.3,-6.5,-1.3,0.2,-3.1
O=C(CN1CCN(Cc2ccccc2)CC1)Nc1nc2ccccc2s1,-0.3,6.8,-8.8,0.8,8.1,2.4,-0.5,-1.4
O=C(/C=C/c1ccccc1)NCCc1nc2ccccc2[nH]1,20.5,2.5,16.5,-1.4,14.6,-0.2,1.6,-3.8
Cc1cc(=O)n2nc(N3CCC(C(=O)NCCc4ccccc4)CC3)sc2n1,8.3,-0.1,-7.4,-6.3,10.9,-4.1,-1.2,-2.4
CC(C)(C)c1ccc(OCC(=O)NN2Cc3ccccc3C2=N)cc1,12.8,-4.0,6.4,12.1,-15.5,-2.3,-1.7,-5.5
NS(=O)(=O)c1ccc(NC(=S)NC(=O)c2ccc(-c3ccccc3)cc2)cc1,8.6,13.9,11.6,42.8,7.0,50.4*,15.5,-1.8
Cc1nc(Cl)c(N=Cc2cccc([N+](=O)[O-])c2)c(Cl)n1,-19.7,-6.3,-1.3,-5.0,17.7,0.3,-0.9,2.7
CC(C)(C)OC(=O)C[C@@H]1C/C=C\C[C@@H](CC(=O)N(CCO)Cc2ccccc2)C(=O)N[C@H](Cc2c[nH]c3ccccc23)COC1=O,5.1,6.3,-13.6,22.9,5.3,-0.9,-0.5,-2.8
O=C(c1cc(-c2ccc(Br)cc2)on1)N1CCCCCC1,16.3,-166.2,-148.4,-103.3,-1.7,-0.9,4.3,-3.5
O=S(=O)(c1ccc(Cl)cc1)c1nc(-c2ccco2)oc1N1CCCCC1,-5.9,15.0,1.2,5.9,32.0,-6.0,-0.9,-1.8
CC(C)C(=O)NC(=S)Nc1ccc(S(=O)(=O)NC2CCCCC2)cc1,6.3,-12.8,3.5,9.1,25.3,-6.3,-1.1,-2.3
CC(C)c1nnc(NC(=O)Cc2cccs2)s1,-7.1,10.5,-4.7,14.4,15.1,-0.7,1.9,-0.6
COC(=O)c1ccccc1OCCOc1ccccc1C(=O)OC,14.0,-23.4,-40.0,14.2,7.8,-1.0,0.4,-1.3
CCc1cc(C(=O)N(C)CC(=O)N(CC(C)C)c2c(N)n(CC(C)C)c(=O)[nH]c2=O)sc1C,18.1,-4.5,2.8,14.7,14.2,0.0,1.0,-5.5

# Some of the entries so far, as tab-separated lines:
molecule	APJ antag	697 NFkB inh	Jurkat NFkB inh	Mdm2 MdmX PPI	tim23-1 inh	XBP1 UPR activ	CHOP UPR activ	APJ ag
Cc1cc(=O)n2nc(N3CCC(C(=O)NCCc4ccccc4)CC3)sc2n1	8.3	-0.1	-7.4	-6.3	10.9	-4.1	-1.2	-2.4
CC(C)(C)c1ccc(OCC(=O)NN2Cc3ccccc3C2=N)cc1	12.8	-4.0	6.4	12.1	-15.5	-2.3	-1.7	-5.5
NS(=O)(=O)c1ccc(NC(=S)NC(=O)c2ccc(-c3ccccc3)cc2)cc1	8.6	13.9	11.6	42.8	7.0	50.4*	15.5	-1.8
Cc1nc(Cl)c(N=Cc2cccc([N+](=O)[O-])c2)c(Cl)n1	-19.7	-6.3	-1.3	-5.0	17.7	0.3	-0.9	2.7
CC(C)(C)OC(=O)C[C@@H]1C/C=C\C[C@@H](CC(=O)N(CCO)Cc2ccccc2)C(=O)N[C@H](Cc2c[nH]c3ccccc23)COC1=O	5.1	6.3	-13.6	22.9	5.3	-0.9	-0.5	-2.8

# Compound profiles, as listed above:
# `O=C(c1cc(-c2ccc(Br)cc2)on1)N1CCCCCC1` as listed: APJ antag: 16.3; 697 NFkB inh: -166.2; Jurkat NFkB inh: -148.4; Mdm2 MdmX PPI: -103.3; tim23-1 inh: -1.7; XBP1 UPR activ: -0.9; CHOP UPR activ: 4.3; APJ ag: -3.5
# `CC(C)C(=O)NC(=S)Nc1ccc(S(=O)(=O)NC2CCCCC2)cc1` as listed: APJ antag: 6.3; 697 NFkB inh: -12.8; Jurkat NFkB inh: 3.5; Mdm2 MdmX PPI: 9.1; tim23-1 inh: 25.3; XBP1 UPR activ: -6.3; CHOP UPR activ: -1.1; APJ ag: -2.3

# New compounds follow:
SMILES,APJ antag,697 NFkB inh,Jurkat NFkB inh,Mdm2 MdmX PPI,tim23-1 inh,XBP1 UPR activ,CHOP UPR activ,APJ ag
CC1C2NC(=O)N(Cc3ccccc3)C1(C)Oc1ccccc12 (stereo not given),0.9,7.2,-1.9,6.7,20.7,-2.1,-2.1,-0.9
CC(=O)N1C(C(=O)O)CSC1c1ccc(C)cc1 (stereo not given),3.7,11.0,17.0,5.0,-16.1,-1.1,-1.5,-3.0
COc1ccc(NC(=O)CN2C(=O)NC(c3ccccc3)(c3ccccc3)C2=O)cc1,-1.4,-1.4,-21.2,15.3,1.9,-0.3,17.3,2.1
CCCCOc1ccc(C(=O)NCc2ccco2)cc1,0.3,-5.5,-15.6,15.2,41.9,0.3,-0.5,4.0
O=c1cc(O)c2ccc(O)cc2o1,11.3,-6.1,-6.9,14.8,-6.9,-3.2,-0.3,-1.3
Cc1ccc(S(=O)(=O)N2CCN(C(=O)CN3CCCSc4ccccc43)CC2)cc1,3.9,5.6,19.2,17.9,19.4,-0.3,3.4,-0.7
O=C(Nc1ccccc1N1CCOCC1)c1ccc(Br)o1,4.3,5.6,8.0,28.3,27.1,-1.2,-0.7,-4.1
O=C(NNC(=O)c1ccccc1[N+](=O)[O-])c1ccccc1[N+](=O)[O-],1.9,7.1,7.7,2.5,0.9,2.0,0.3,-0.7
COc1ccccc1NC(=O)Nc1ccc(C(=O)N2CCCCC2)cc1,10.9,-55.9,-59.9,-11.5,16.5,-1.1,4.0,-3.1
COc1ccc(CN=Cc2[nH]c3ccc(Br)c(Cl)c3c2O)cc1,-55.0,5.2,-12.9,13.2,13.7,-1.5,0.8,2.8
COc1cc(NC(=O)CSc2ccc(-c3cccnc3)nn2)cc(OC)c1,-2.8,3.8,2.3,16.3,9.9,-2.7,-2.5,8.5
O=C(CNC(=O)c1ccc(Cl)cc1)NNc1c(F)c(F)cc(F)c1F,10.0,11.5,-3.4,25.3,7.4,-2.9,1.2,-6.5
Cc1cc(C)nc(SCC(=O)NCC2COc3ccccc3O2)n1 (stereo not given),16.7,8.9,10.8,3.9,-2.4,-2.5,-3.7,0.1
O=C(OCCN1CCOCC1)c1ccc2c(c1)OCCO2,4.5,-84.6,-37.1,-56.2,27.4,-0.3,3.4,-2.0
O=C(CCl)N(c1ccccc1)C1CCCCC1,-12.4,-8.9,1.3,93.7*,37.6,-7.9,-1.1,-3.3
COCc1nc2ccccc2n1Cc1ccc(Br)cc1,-11.6,-31.6,-23.5,-20.9,15.5,6.8,1.5,-1.0
CCOC(=O)C1=C(CSCC(=O)OC)NC(=O)NC1c1cc(C)ccc1C (stereo not given),25.9,7.9,1.0,17.5,15.9,-2.3,-2.3,-2.2
Cc1cc(NC(=O)CSc2cc(Cl)ccc2Cl)n(-c2ccccc2)n1,-4.5,-1.3,12.3,12.2,26.0,-2.6,-1.5,-2.6
CCOC(=O)c1[nH]c2ccc(Cl)cc2c1NC(=O)c1nonc1C,3.1,9.9,5.8,-6.4,12.9,0.7,1.7,-4.2
COC(=O)/C(=C/Nc1ccc(O)cc1)[N+](=O)[O-],0.8,-6.7,11.7,30.7,1.5,0.2,0.2,3.0
CC1CCN(C(=O)c2[nH]cnc2C(=O)NC2CCN(C(=O)OC(C)(C)C)CC2)CC1,-0.3,2.3,6.2,10.0,6.6,-0.5,3.4,-3.0
COc1ccc(CNC(=O)C/C(C)=N/NC(=O)COc2cccc(C)c2)cc1,9.8,12.3,-1.3,19.4,0.7,-3.1,1.1,-1.9
O=C(Cc1cccc([N+](=O)[O-])c1)Nc1cccc(C(=O)N2CCCC2)c1,7.6,12.7,-3.6,-11.6,-4.2,-3.8,-2.2,-1.0
O=C(Oc1cccc2cccnc12)c1ccc(N2C(=O)C3C4CCC(C4)C3C2=O)cc1 (stereo not given),-28.9,6.5,9.2,26.0,2.2,4.3,6.7,-0.3

# Some entries already given, showing only APJ antag:
canonical_smiles	APJ antag
O=C(CCl)N(c1ccccc1)C1CCCCC1	-12.4
COCc1nc2ccccc2n1Cc1ccc(Br)cc1	-11.6
CCOC(=O)C1=C(CSCC(=O)OC)NC(=O)NC1c1cc(C)ccc1C (stereo not given)	25.9
Cc1cc(NC(=O)CSc2cc(Cl)ccc2Cl)n(-c2ccccc2)n1	-4.5
